# RAD52 inh: blocks human RAD52 DNA annealing. P43351. recombinant RAD52 DNA annealing, FRET fluorescence. inhibition, % at 18.7 µM. hit rate 0.46% among 360,000. AID 651710;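 active = every replicate showing at least 50% inhibition; inconclusive = mean inhibition at least 50% but not in every replicate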
# Xi reactivation: X-chromosome reactivation activator | activation, % at 7.58 µM | AID 743238 | XiGFP mouse fibroblasts, % GFP-positive cells imaging, 3 d; cells co-treated with 5-aza-dC sensitizer; scaled so ellipticine positive control = 100% | hit rate 0.055% among 360,000;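 active = mean normalized replicate activation at least 10% and every replicate at or above 10%; inconclusive = only one of the two criteria met; inactive = mean below 10% and not all replicates reach 10%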;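 note: 0% = median of on-plate neutral control wells and 100% = ellipticine 6 µM median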
#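 assay system = SV40-immortalized XiGFP fibroblast cells, line 68-5-11 | buffer or medium = DMEM plus 5-aza-dC sensitizer | doses = single-point pinned compound dosing | times = 3-day compound exposure, then 15 min fixation at room temperature | benchmarks = positive control ellipticine, 6 µM final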
# E-sel inducer: E-selectin induction on HUVECs; P16581; HUVEC E-selectin immunofluorescence imaging; normalized: neutral wells 0, TNF-alpha wells 100; activation, % at 7.58 µM; hit rate 0.37% among 260,000; AID 686992;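 active = mean E-selectin-positive cell signal at least 10% of the positive control, reached in at least 60% of replicates, without over 20% cell loss; inconclusive = no rule given, readout overlaps actives, possibly toxicity-flagged; inactive = the rest, including those meeting only one limit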;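 note: in these data hits start at about 27%; measured in HUVEC primary endothelial cells; signal is the percent of cells scored E-selectin positive by PE staining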
# Target sequence (P16581 whole entry, looked up): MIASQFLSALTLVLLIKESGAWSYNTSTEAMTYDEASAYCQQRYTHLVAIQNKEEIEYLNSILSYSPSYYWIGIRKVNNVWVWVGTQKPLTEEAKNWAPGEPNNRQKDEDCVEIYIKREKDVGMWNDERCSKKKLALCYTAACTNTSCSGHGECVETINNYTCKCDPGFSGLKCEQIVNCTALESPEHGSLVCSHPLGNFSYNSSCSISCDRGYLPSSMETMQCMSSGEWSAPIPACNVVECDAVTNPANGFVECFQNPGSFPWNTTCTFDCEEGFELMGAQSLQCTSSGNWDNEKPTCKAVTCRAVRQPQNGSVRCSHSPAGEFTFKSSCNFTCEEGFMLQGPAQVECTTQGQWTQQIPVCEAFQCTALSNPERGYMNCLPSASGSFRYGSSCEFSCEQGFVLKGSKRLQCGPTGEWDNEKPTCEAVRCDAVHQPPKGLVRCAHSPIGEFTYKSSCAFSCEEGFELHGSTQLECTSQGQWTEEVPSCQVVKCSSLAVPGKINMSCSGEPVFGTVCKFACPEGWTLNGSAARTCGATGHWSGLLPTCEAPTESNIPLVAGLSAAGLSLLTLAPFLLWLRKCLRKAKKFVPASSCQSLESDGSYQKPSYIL
#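 Read-out: % PE-positive cells | Test system: HUVEC | Doses: One compound dose added by pin transfer | Buffer or medium: EGM-2 over gelatin coat | Signal: Immunofluorescence imaging | Benchmarks: TNF-alpha, DMSO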
# EWS-Fli inh: inhibitors of EWS/Fli oncoprotein transcriptional activity; A673 NR0B1-luciferase reporter, viability-normalised; inhibition, % at 12.6 µM; hit rate 0.67% among 350,000;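 active = mean inhibition of at least 50% after viability correction, with every replicate also passing that limit; inconclusive = mean reaches 50% but only one of two replicates passes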;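 note: firefly luciferase signal divided by Alamar Blue viability fluorescence both relative to DMSO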
# RAD54 inh: blocks human RAD54 Holliday junction branch migration; Q92698; FAM/BHQ fluorescence; inhibition, % at 10.4 µM; hit rate 0.14% among 360,000;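 active = mean normalized replicate activity at least 40 and at least half of replicates scoring 40 or more; inconclusive = only one of the two criteria met; inactive = mean below 40 and under half of replicates reaching 40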;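 note: 0% = median of neutral control wells and 100% = median of positive control wells; inhibitors cause a drop in the FAM fluorescence signal; in these data hits start at about 50%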
# S100A4 MyoIIA: blocks human S100A4 binding to myosin IIA peptide; hit rate 0.14% among 360,000; AID 652163; S100A4/TAMRA-MyoIIA peptide fluorescence polarization; P26447; inhibition, % at 10.7 µM;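 active = mean inhibition of at least 70% across replicates, with every replicate also reaching that level; inconclusive = mean inhibition reaches 70% but some replicates fall short; inactive = mean inhibition below 70%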
# Target sequence (P26447 whole entry, looked up): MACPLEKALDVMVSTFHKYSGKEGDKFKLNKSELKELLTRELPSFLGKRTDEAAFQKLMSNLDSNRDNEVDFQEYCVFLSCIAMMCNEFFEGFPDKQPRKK
#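 Material: S100A4 monomer protein / Buffer or medium: 50 mM HEPES pH 7.2, 10 mM CaCl2, 100 mM KCl / Times: 5 min incubation before reading / Benchmarks: neutral control DMSO, positive control TFP / Reagent: labelled myosin peptide probe, 5 nM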
# FN deposit inh: fibronectin deposition inhibition; AH1F fibroblasts, Alexa488-fibronectin deposition fluorescence, overnight; hit rate 0.086% among 350,000; inhibition, % at 12.6 µM;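 active = mean inhibition across replicates of 30% or more, regardless of how many single replicates reach that level; inconclusive = mean under 30% yet at least half of replicates reach 30%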;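 note: positive control wells lacked labelled fibronectin entirely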
#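 Measured by – fluorescence 485/525 nm · System – AH1F fibroblast monolayer, labelled fibronectin deposition · Amount – 10000 cells per well · Buffer or medium – serum-reduced DMEM (2% serum) · Doses – single dose, pinned · Also added – fluorescent fibronectin at 24 nM final · Schedule – 1 h cell attachment, overnight exposure to compound and label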
# esBAF inh: SWI/SNF esBAF complex inhibition; mouse ES cells, Bmi1-luciferase knock-in reporter, 24 h; 100% = twice the neutral-well signal; reporter increase, % at 12.5 µM; hit rate 2% among 350,000; in the data active = activation above about 40%; inconclusive = no clear call, values can overlap the other calls;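 note: 0% = median of the plate's neutral control wells and 100% = double that signal; a rise in the Bmi1 reporter signal indicates esBAF inhibition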
# * hit, by the source's call; ? = inconclusive; · = not tested or not shown.
SMILES,RAD52 inh,Xi reactivation,E-sel inducer,EWS-Fli inh,RAD54 inh,S100A4 MyoIIA,FN deposit inh,esBAF inh
C[C@H](CO)N1C[C@H](C)[C@@H](CN(C)CC2CCCCC2)Oc2c(NC(=O)C3CCCCC3)cccc2C1=O,-9,-0.1,-0.2,5,14,-4,·,-4
O=C(N=C1SC2CS(=O)(=O)CC2N1c1cc(Cl)ccc1Cl)C1CC1 (configuration not stated),-1,0.2,-0.1,1,-1,-3,1,-2
CCOC(=O)CSc1ccc(C(=O)Nc2ccc(OC)cc2)cn1,-5,0.0,·,3,·,-1,-15,·
Cn1cnc(S(=O)(=O)N[C@@H]2CC[C@@H](CC(=O)NCC3CCCCC3)O[C@H]2CO)c1,0,0.3,0.2,·,0,3,2,3
COc1ccc(S(=O)(=O)N2CCCCN3[C@H](CO)[C@@H](c4ccc(C#CC5CC5)cc4)[C@@H]3C2)cc1,-24,0.3,0.0,2,6,3,·,·
COCC(=O)Nc1ccc2c(c1)C(=O)N(C)C[C@@H](OC)[C@H](C)CN(Cc1cncnc1)[C@H](C)CO2,-14,0.0,-0.3,-4,6,-5,-6,0
COc1cccc(NC(=O)CN(C)C(=O)c2ccc(-c3ccc(Cl)cc3)o2)c1,-9,0.4,0.1,-4,1,19,3,8
COc1cc2c(NCCCCCCO[N+](=O)[O-])ncnc2c(OC)c1OC,-3,-0.1,-0.1,15,·,0,·,·
Cc1ccc(S(=O)(=O)N/N=C/c2ccc(C#N)cc2)cc1,-4,0.5,0.7,1,·,-6,4,-11
COCCN(CCOC)Cc1c(O)ccc2c1O/C(=C\c1ccco1)C2=O,-450,0.0,0.2,-2,-18,-11,-2,-1
O=C(C[C@@H]1C[C@H]2c3cc(NC(=O)C4CCOCC4)ccc3O[C@H]2[C@@H](CO)O1)NCc1ccc(Oc2ccccc2)cc1,10,-0.1,1.3,-7,3,29,·,0
CCOC(=O)c1cc(C(=O)NN)c(C)nc1C,-13,0.2,-0.2,-2,·,-8,1,-8

# Whole records, quoted from the list. Screens in order: RAD52 inh, Xi reactivation, E-sel inducer, EWS-Fli inh, RAD54 inh, S100A4 MyoIIA, FN deposit inh, esBAF inh
# CCOC(=O)c1cc(C(=O)NN)c(C)nc1C in the list: -13, 0.2, -0.2, -2, ·, -8, 1, -8
# COc1ccc(S(=O)(=O)N2CCCCN3[C@H](CO)[C@@H](c4ccc(C#CC5CC5)cc4)[C@@H]3C2)cc1 in the list: -24, 0.3, 0.0, 2, 6, 3, ·, ·
# COc1cc2c(NCCCCCCO[N+](=O)[O-])ncnc2c(OC)c1OC in the list: -3, -0.1, -0.1, 15, ·, 0, ·, ·
# Cn1cnc(S(=O)(=O)N[C@@H]2CC[C@@H](CC(=O)NCC3CCCCC3)O[C@H]2CO)c1 in the list: 0, 0.3, 0.2, ·, 0, 3, 2, 3

# Additional compounds.
SMILES,RAD52 inh,Xi reactivation,E-sel inducer,EWS-Fli inh,RAD54 inh,S100A4 MyoIIA,FN deposit inh,esBAF inh
O=C(C1CCCC1)N1CC2(C1)[C@H](c1ccccc1)[C@H](CO)N2Cc1ccc(Cl)cc1,-65,0.0,0.0,0,·,?,-7,·
CN(Cc1ccccc1N1CCCC1)C(=O)c1cc2cc(Cl)ccc2o1,-291,0.3,4.0,-3,1,-9,-12,-1
C[C@@H]1CN([C@@H](C)CO)C(=O)c2cccc(NS(=O)(=O)c3ccc(Cl)cc3)c2O[C@@H]1CN(C)S(=O)(=O)c1cccs1,-46,0.0,-2.6,-1,2,-15,·,6
Nc1cc(=O)[nH]c(SCc2cccc3ccccc23)n1,-12,0.2,-0.1,17,6,-15,-10,4
O=C(C1CCCC1)N1CC(=O)N2[C@@H](CO)[C@@H](c3ccc(C#CCc4ccccc4)cc3)[C@@H]2C1,-14,0.2,-0.8,-5,·,-1,-2,·
C/C=C/c1ccc([C@@H]2[C@@H](CO)N3C(=O)CN(C(=O)Nc4ccc(OC)cc4)C[C@@H]23)cc1,-7,0.0,0.5,5,·,15,·,·
O=C(N/N=C/c1cccnc1)c1cc2ccccc2o1,-26,0.0,0.1,-16,-11,-2,-1,8
O=C(c1ccccc1F)N1CCN=C1SCc1cccnc1,-13,-0.1,·,-9,-4,-3,1,3
CCN(CC)CCC(c1ccc(OC)cc1)c1c(O)cc(OC)cc1OC (configuration not stated),9,0.0,-0.3,0,0,-3,-1,-7
C[C@@H]1CN([C@@H](C)CO)C(=O)c2cc(NC(=O)Nc3ccc4c(c3)OCO4)ccc2O[C@@H](C)CCCCO[C@@H]1CN(C)C(=O)Nc1ccccc1,27,0.0,0.0,-5,-14,-14,12,0
CO[C@H]1CN(C)C(=O)c2ccc(NS(=O)(=O)c3ccccc3)cc2OC[C@@H](C)NC[C@H]1C,-11,-0.1,0.0,-1,2,-2,-4,-3
Cc1ccc(SCC(=O)OC(C)C(=O)NCc2ccccc2)cc1C (configuration not stated),4,0.0,0.4,-2,·,-1,5,·
CNC(=O)NC(=O)CN1C(=O)NC2(CCOc3ccccc32)C1=O (configuration not stated),-9,0.0,-0.1,0,-11,-4,5,-10
O=C(C1CCCC1)N1CC[C@@H]2[C@H](CO)Nc3ccc(-c4cccc(F)c4)cc3[C@@H]21,-127,0.0,0.1,2,·,9,2,·
O=C1CC(SC2=NCCS2)C(=O)N1c1ccc(Br)cc1 (configuration not stated),-20,0.7,0.2,21,-12,8,3,·
CC1CCC(C(O)(C(=O)c2ccccc2)c2ccccc2)C(=O)C1 (configuration not stated),0,0.1,-0.3,-3,13,0,-1,-9
C[C@@H]1CN([C@@H](C)CO)C(=O)c2cccc(NC(=O)C3CCCCC3)c2O[C@@H]1CN(C)Cc1ccc2c(c1)OCO2,1,-0.9,0.1,9,-32,-31,·,-2
C/C(=N\OCC(=O)Nc1ccc(F)c(F)c1F)c1cc2ccccc2o1,·,0.1,·,·,-10,·,5,-4
CCOc1cc(N2CCOCC2)c(OCC)cc1NC(=O)CSc1nc(N)cc(=O)[nH]1,-4,-0.1,-0.4,5,-8,-4,4,0
O=C1CN(S(=O)(=O)c2ccccc2)C[C@H]2[C@@H](c3ccc(Br)cc3)[C@@H](CO)N12,2,0.3,0.3,1,·,4,·,·
CC(c1nc2scc(-c3ccccc3)c2c(=O)[nH]1)N1CCN(CC(=O)NC2CC2)CC1 (configuration not stated),-8,0.0,·,1,·,-1,-9,·
C[C@@H]1CN([C@H](C)CO)C(=O)c2cccc(NC(=O)Nc3cccc4ccccc34)c2O[C@@H]1CN(C)C(=O)Nc1ccc(C(F)(F)F)cc1,-15,0.0,-0.2,-9,2,-4,·,3
Cn1c(C(=O)N[C@@H](Cc2ccccc2)C(=O)O)cc2cc(Cl)ccc21,-3,0.0,-0.1,22,-10,-9,-8,-3
Cc1ccc(N(CC(=O)NCCc2ccccc2)C(=O)CCC(=O)Nc2cc(C)ccn2)cc1,-8,0.1,·,5,11,2,-1,1
O=C(CN1CCN(c2cccc(C(F)(F)F)c2)CC1)N(C1CCCC1)C1CCS(=O)(=O)C1 (configuration not stated),-8,-0.1,·,-5,-2,1,-3,22
O=C(NC1CCS(=O)(=O)C1)c1ccc2c(c1)OCO2 (configuration not stated),4,0.0,2.0,5,5,-2,-5,-4
Cc1cc(C)c(NC(=O)CSc2nc3c(c(=O)n2C)SC(C)C3)c(C)c1 (configuration not stated),-16,0.0,1.4,12,7,-2,0,-5
O=C(COC(=O)/C=C/c1cccc(F)c1)NC1CCCCC1,-3,0.0,2.9,2,-9,3,-1,2
Cc1ccc(-c2ccc3c(c2)O[C@@H](CN(C)C(=O)CC2CC2)[C@@H](C)CN([C@@H](C)CO)S3(=O)=O)cc1,18,-0.6,-0.2,13,0,-1,1,2
C[C@@H]1CN([C@H](C)CO)C(=O)c2cccc(NS(=O)(=O)c3cn(C)cn3)c2O[C@H]1CN(C)Cc1ccc2c(c1)OCO2,-1,-0.6,·,2,-6,2,-5,1
Clc1ccc(CN=C(Nc2ccccc2)NC2CCCCC2)cc1,10,0.2,·,16,·,-18,-9,1
Cc1ccc(C(C(=O)NC2CCCC2)N(C(=O)c2csnn2)c2ccccc2)o1 (configuration not stated),-12,0.4,-0.2,4,2,-3,-5,-4
Cc1nc(Nc2cc(F)ccc2C)c2nnn(Cc3ccccc3)c2n1,-15,0.0,·,6,-7,-2,8,-7
C[C@H]1CN([C@@H](C)CO)C(=O)c2cc(NS(=O)(=O)c3cccs3)ccc2O[C@H]1CN(C)Cc1ccc(Cl)c(Cl)c1,14,-0.1,-0.5,6,2,1,·,6
COc1ccc2c3c(n(C)c2c1)[C@@H](CO)N(S(C)(=O)=O)CC31CCN(C(=O)C2CCC2)CC1,3,0.1,-0.2,-17,·,5,·,·
O=S(=O)(c1ccc(Br)s1)N1CCN(CCc2ccccc2)CC1,-305,0.1,-2.2,4,1,1,-4,7
CCOC(=O)C1=C(C)Nc2sc(C(=O)c3ccc(OC)cc3)c(N)c2C1c1ccc(C(=O)OC)cc1 (configuration not stated),-22,0.0,-2.8,3,2,-8,-3,-3
Cc1ccnc(NC(=O)C2CC(=O)N(Cc3ccccc3)C2)c1 (configuration not stated),1,0.1,4.5,-67,3,-8,2,24
O=C(/C=C/c1ccccc1)c1ccc(NC2=NCCCS2)cc1,27,0.5,1.3,-48,-4,2,-8,·
Cc1ccccc1N(CC(=O)NCCc1ccccc1)C(=O)c1ccc(N2CCCC2)nc1,·,·,-0.6,·,-1,·,-1,3
COCCNC(=O)C1(C)CCCN(C(=O)c2ccc3snnc3c2)C1 (configuration not stated),-9,0.0,-0.3,-48,0,-7,-4,-4
C[C@@H]1CN([C@@H](C)CO)C(=O)c2cccc(NC(=O)Nc3ccc4c(c3)OCO4)c2O[C@H]1CN(C)CC1CCCCC1,14,-0.4,0.0,-8,-3,-13,1,-3
COc1ccc(NC(=O)CNC(=O)C2CCCCC2)cc1OC,1,0.2,0.1,-8,7,0,7,10
Cc1cccc(NC(=O)c2c(C)nc3ccccn23)c1,·,·,-0.1,·,0,·,-7,22
CC(C)NC(=O)N(C)C[C@@H]1Oc2cc(C3=CCCCC3)ccc2S(=O)(=O)N([C@H](C)CO)C[C@H]1C,13,-0.4,-0.7,2,-8,-1,-1,5
C=CCNC(=O)N[C@@H](CCSC)C(=O)OC,11,·,·,-1,-5,0,·,-7
CC(=O)Nc1ccc(NC(=O)C(C)Sc2nnc(-c3ccc4c(c3)OCO4)o2)cc1 (configuration not stated),-9,0.1,0.1,-68,-3,-3,-3,29
C[C@@H]1CN([C@@H](C)CO)S(=O)(=O)c2ccc(-c3cccnc3)cc2O[C@@H]1CN(C)C,-1,-0.1,0.0,-13,-16,5,-5,4
CC(=O)Nc1cccc(NC(=O)CSc2nc(=O)n(Cc3ccncc3)c3c2CCC3)c1,-4,-0.7,-1.8,0,-13,0,-8,-7
COc1ccc(N=Nc2cc(OC)c(N)cc2OC)cc1,-8,0.0,0.1,-58,-2,-7,0,51*

# High-throughput results deposited in PubChem by Broad Institute.
